HTRA1 inh = blocks human HTRA1 serine peptidase; 340,000 compounds, 0.5% hits; inhibition, % at 5.96 µM; Q92743; recombinant HTRA1, FP-rhodamine activity-based probe, fluorescence polarization; in the data active = inhibition above about 36%;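 also: 0% = enzyme with DMSO and 100% = wells lacking enzyme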
LEDGF integ inh = blocks HIV-1 LEDGF/p75-dependent DNA integration | TR-FRET IN-LEDGF/p75 DNA integration, Eu/Cy5 | 370,000 compounds, 0.64% hits | inhibition, % at 3.7 µM | AID 743269;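 active = inhibition above the screen-wide mean plus 3 SD, cut at about 13% in these data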;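 also: signal is the Cy5 over europium emission ratio at 671 and 618 nm; 0% = plate median of compound wells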
UHRF1 binding = UHRF1 methyl-DNA binding inhibition; Q96T88; UHRF1 binding to methylated oligo, TR-FRET; inhibition, % at 4.4 µM; 370,000 compounds, 0.75% hits; AID 687016; in the data active = inhibition above about 21%;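 also: UHRF1 SRA domain binding a hemimethylated CpG hairpin DNA probe; 0% = median of test compound wells and 100% = reference inhibitor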
MBD2 inh = inhibitors of human MBD2 binding to methylated oligonucleotide; TR-FRET; 370,000 compounds, 0.31% hits; AID 686964; inhibition, % at 4.4 µM; in the data active = inhibition above about 13%
Target sequence (Q9UBB5 whole entry, looked up): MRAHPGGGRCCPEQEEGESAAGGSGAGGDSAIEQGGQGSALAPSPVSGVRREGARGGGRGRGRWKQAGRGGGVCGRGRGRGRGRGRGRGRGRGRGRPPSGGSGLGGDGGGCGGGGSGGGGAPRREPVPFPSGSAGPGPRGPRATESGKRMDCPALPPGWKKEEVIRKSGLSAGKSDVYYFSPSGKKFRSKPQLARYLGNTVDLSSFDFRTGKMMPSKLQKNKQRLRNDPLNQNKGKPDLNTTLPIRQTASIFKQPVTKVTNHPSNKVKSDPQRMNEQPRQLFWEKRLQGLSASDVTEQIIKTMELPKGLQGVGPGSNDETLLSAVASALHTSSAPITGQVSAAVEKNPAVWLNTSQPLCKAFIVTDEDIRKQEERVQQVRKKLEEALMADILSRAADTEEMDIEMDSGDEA
rCAG binder = r(CAG) repeat RNA binding | TO-PRO-1 dye displacement fluorescence | AID 651821 | 370,000 compounds, 1.3% hits | inhibition, % at 3 µM;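 active = inhibition above the plate cutoff, the mean of all test compounds on that plate plus 3 SD, cut at about 35% in these data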;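 also: 0% = DMSO alone and 100% = 100 µM mitoxantrone as full dye displacement; higher means more dye released from RNA so lower well fluorescence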
mABHD4 FP = ABHD4 (mouse) inhibition, primary FP screen | Q8VD66 | purified mABHD4, FP-Rh probe fluorescence polarization | inhibition, % at 8.92 µM | 370,000 compounds, 0.54% hits | AID 720543;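 active = inhibition exceeding the mean over every tested compound plus 3 SD, cut at about 30% in these data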;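 also: 0% = plate median of compound wells and 100% = S159A mutant with DMSO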
Target sequence (Q8VD66 whole entry, looked up): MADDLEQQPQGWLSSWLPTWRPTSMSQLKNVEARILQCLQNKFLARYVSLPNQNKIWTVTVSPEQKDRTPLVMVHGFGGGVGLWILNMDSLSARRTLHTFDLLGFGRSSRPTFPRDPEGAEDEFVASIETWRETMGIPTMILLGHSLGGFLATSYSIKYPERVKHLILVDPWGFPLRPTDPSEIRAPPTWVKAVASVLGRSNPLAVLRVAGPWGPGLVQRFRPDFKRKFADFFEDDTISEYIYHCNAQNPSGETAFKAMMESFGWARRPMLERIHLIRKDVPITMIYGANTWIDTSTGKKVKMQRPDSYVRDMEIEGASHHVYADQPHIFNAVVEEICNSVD
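Test system: mABHD4 protein; Read-out basis: % inhibition; Incubation: 45 min + 60 min at 25 °C; Repeats: single replicate; Technique: fluorescence polarization with parallel and perpendicular emission, 525/598 nm; Compound: 8.92 µM, single dose; Benchmarks: full inhibition S159A mutant plus DMSO, zero as sample-well median.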
NR1D1 modulator = Rev-erb alpha (human) modulation; P20393; 370,000 compounds, 0.79% hits; AID 1259318; Rev-erbα–FITC-DNA binding, fluorescence polarization, 90 min; activity, % at 10 µM;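 active = activity above about 14%, limit read from the data; passing the limit was not always enough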;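 also: 0% = DMSO wells with 35 nM protein and 100% = DMSO wells with 750 nM protein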
PG9 Ab binder = small molecules binding HIV-1 gp120 antibody PG9 | AID 624416 | TR-FRET gp120-PG9 antibody binding | 360,000 compounds, 0.43% hits | inhibition, % at 6.7 µM; in the data active = inhibition above about 8.5%
PRMT1 inh = PRMT1 (human) inhibition, primary screen. recombinant PRMT1, activity-based probe fluorescence polarization. Q99873. 370,000 compounds, 1.3% hits. inhibition, % at 2.79 µM. AID 652257;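 active = inhibition above about 21% made by adding two undisclosed values, limit read from the data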
TCR-CD3 inh = inhibitors of human TCR-CD3 interaction; TAMRA-labeled TCR probe fluorescence, biochemical; inhibition, % at 9.4 µM; 360,000 compounds, 0.37% hits; AID 651800; in the data active = inhibition above about 19%;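 also: recombinant mutant TCR 2C K166C tagged with TAMRA read by polarization; 0% = receptor in buffer alone and 100% = receptor with positive control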
Numbers without * were called inactive; · = no result given; & = joins results of further samples. A portion of the library. The share of hits here may be higher or lower than overall.

SMILES	HTRA1 inh	LEDGF integ inh	UHRF1 binding	MBD2 inh	rCAG binder	mABHD4 FP	NR1D1 modulator	PG9 Ab binder	PRMT1 inh	TCR-CD3 inh
O=C(c1ccccc1)c1ccc2nc(N3CCN(C(=O)c4ccco4)CC3)c3nncn3c2c1	-10	4	-1	3	10	-19	-31	2.6	8	6
O=C(Cc1cccs1)Nc1cccc(C(=O)Nc2ccc(C(=O)O)cc2)c1	·	0	1	1	2	-14	4	-1.6	1	5
Cc1ccccc1NC(=O)CC(C)S(=O)(=O)c1ccc2c(c1)NC(=O)CO2 (configuration not stated)	-2	0	-2	-4	-1	-2	5	-1.7	-1	4
Cc1c(N(C)CS(=O)(=O)O)c(=O)n(-c2ccccc2)n1C	0	-2	1	4	-1	-7	1&2	-2.7	10	-2
CC(=O)Oc1cc(C)c(Cl)c2c(OC(C)=O)cc(C(C)=O)c(O)c12	·	11	-4	-2	40*	68*	-42	-3.5	24*	11
Cc1ccc(NC(=O)Cc2cc(C(=O)O)c3ccccc3n2)c(C)c1	-39	11	0	-1	0	-2	-5	-1.4	-9	0
COc1ccc(CN(C(=O)c2cc(=O)c3ccccc3o2)C2CCS(=O)(=O)C2)cc1 (configuration not stated)	14	0	1	-11	-3	0	-1	0.2	-2	0
CCOC(=O)c1c(N/N=C/c2cccnc2)n[nH]c1C	-3	-2	3	-5	-2	0	-1	0.1	6	-10
Cc1ccc(-c2nnc(SCC(=O)N3CCCC3)o2)cc1	6	-3	0	-5	0	-3	3	1.1	0	6
COc1cccc(NC(=O)C2(C)CCCN2C(=O)C(C)C)c1OC (configuration not stated)	·	5	2	-4	-2	-8	-4	1.7	-3	4
O=S(=O)(Nc1ccccc1F)c1ccc2nsnc2c1	-2	-2	-2	-4	3	-2	0	0.3	1	8
O=C1c2c(Cl)c(Cl)c(Cl)c(Cl)c2C(=O)N1c1nccs1	-1	1	-3	4	4	5	4	0.3	-2	3
CN(C)c1ccc(N2[C@@H](CC(=O)O)c3cc(C(F)(F)F)ccc3S2(=O)=O)cc1	0	-3	-3	3	8	4	-3	-0.1	-2	8
COc1ccc(CCN(Cc2cccs2)S(=O)(=O)c2ccc(S(=O)(=O)N(C)C3CCCCC3)cc2)cc1OC	6	-6	4	0	1	11	0	0.7	1	-3
Cc1ccc(S(=O)(=O)NN=C2C(=O)C3CCC2C3Cl)cc1 (configuration not stated)	6	-2	5	-8	5	0	5	-1.7	5	-1
COc1ccc(-c2c(C(=O)O)nc3ccccc3c2C(=O)O)cc1	1	2	3	4	1	6	-1	-0.6	0	2
COc1cccc(CN(C)C(=O)c2ccc(S(=O)(=O)N3CCCC3)cc2)c1OC	-3	4	-2	-2	-6	-2	0	-0.1	-3	-1
O=C(NCCc1ccc(Cl)cc1)C1CCC(=O)N(C2CCCCCC2)C1 (configuration not stated)	-2	1	-1	-4	-6	-2	10	0.5	1	14
O=C(Nc1ccc(-c2nnc(-c3ccccc3)o2)cc1)c1ccc(Br)o1	-8	4	-2	-3	3	0	-14	-0.5	-2	-2
CCOC(=O)c1ccc(NC(=O)CN2C(=O)C(=O)N(CC(C)C)C2=O)cc1	-2	6	-1	2	-1	-4	-4	1.2	-1	4
Cc1ccc(CSc2nnc(-c3ccccc3)n2Cc2ccco2)cc1	·	-1	-2	-1	2	5	2	·	8	·
N#C/C(=C/c1cccc(O)c1)C(=O)NCc1ccc(Cl)cc1	-1	5	4	2	4	-1	0	-0.2	-1	-4
CN1C(=O)/C(=C/c2ccc(OC(=O)c3ccco3)cc2)SC1=S	-11	-3	0	3	1	4	8	0.0	4	-7
CCOc1ccc(N2C(=O)C3CCCN3C2=O)cc1 (configuration not stated)	-6	5	2	-5	-4	4	5	1.5	-1	-2
O=S(=O)(c1ccccc1F)N1CCN(c2nc3ccccc3s2)CC1	·	-2	2	4	0	-6	-5	-0.9	4	1
CCCCOC(=O)c1ccccc1N1C(=O)C2C3CCC(C3)C2C1=O (configuration not stated)	-1	-4	3	2	-10	5	0	1.6	1	-1
CCCNC(=O)NNC(=O)c1ccc(F)cc1	6	-2	1	-7	1	3	5	0.0	1	8
CN(Cc1ccccc1)C(=O)c1ncn(C)c1C(=O)N(C)Cc1ccccc1	2	1	1	2	2	-5	-5	-0.3	1	-6
COc1ccc(NC(=S)NCCc2c[nH]c3ccc(OC)cc23)c(OC)c1	4	2	0	0	0	8	10	-2.4	1	1
Cc1cc(C)nc(CCNC(=O)c2cc(COc3c(F)cccc3F)on2)n1	-2	-5	8	2	-8	3	-4	-2.8	3	-2

Reprinted from the results shown for reference:
SMILES	HTRA1 inh	LEDGF integ inh	UHRF1 binding	MBD2 inh	rCAG binder	mABHD4 FP	NR1D1 modulator	PG9 Ab binder	PRMT1 inh	TCR-CD3 inh
O=C(NCCc1ccc(Cl)cc1)C1CCC(=O)N(C2CCCCCC2)C1 (configuration not stated)	-2	1	-1	-4	-6	-2	10	0.5	1	14
O=C(Nc1ccc(-c2nnc(-c3ccccc3)o2)cc1)c1ccc(Br)o1	-8	4	-2	-3	3	0	-14	-0.5	-2	-2
CCOC(=O)c1ccc(NC(=O)CN2C(=O)C(=O)N(CC(C)C)C2=O)cc1	-2	6	-1	2	-1	-4	-4	1.2	-1	4
Cc1ccc(CSc2nnc(-c3ccccc3)n2Cc2ccco2)cc1	·	-1	-2	-1	2	5	2	·	8	·
N#C/C(=C/c1cccc(O)c1)C(=O)NCc1ccc(Cl)cc1	-1	5	4	2	4	-1	0	-0.2	-1	-4
CN1C(=O)/C(=C/c2ccc(OC(=O)c3ccco3)cc2)SC1=S	-11	-3	0	3	1	4	8	0.0	4	-7
CCOc1ccc(N2C(=O)C3CCCN3C2=O)cc1 (configuration not stated)	-6	5	2	-5	-4	4	5	1.5	-1	-2
O=S(=O)(c1ccccc1F)N1CCN(c2nc3ccccc3s2)CC1	·	-2	2	4	0	-6	-5	-0.9	4	1
CCCCOC(=O)c1ccccc1N1C(=O)C2C3CCC(C3)C2C1=O (configuration not stated)	-1	-4	3	2	-10	5	0	1.6	1	-1
CCCNC(=O)NNC(=O)c1ccc(F)cc1	6	-2	1	-7	1	3	5	0.0	1	8
CN(Cc1ccccc1)C(=O)c1ncn(C)c1C(=O)N(C)Cc1ccccc1	2	1	1	2	2	-5	-5	-0.3	1	-6
COc1ccc(NC(=S)NCCc2c[nH]c3ccc(OC)cc23)c(OC)c1	4	2	0	0	0	8	10	-2.4	1	1

Next structures:
SMILES	HTRA1 inh	LEDGF integ inh	UHRF1 binding	MBD2 inh	rCAG binder	mABHD4 FP	NR1D1 modulator	PG9 Ab binder	PRMT1 inh	TCR-CD3 inh
O=C(O)c1ccc(NC(=O)C2CCCCC2)cc1	5	-3	1	1	-1	-3	-7	0.1	0	2
CC(Nc1ccccc1)c1cc(Cl)ccc1O (configuration not stated)	-3	1	3	5	0	0	-6	4.3	1	-3
COC(=O)c1ccccc1N(C)S(=O)(=O)c1cc2c(cc1C)OCC(=O)N2	0	3	1	2	4	2	6	-1.1	-1	1
Cc1nnc(Sc2c(-c3ccccc3)c3ccc(Cl)cc3[nH]c2=O)s1	-45	0	0	-6	-2	-3	3	-1.0	0	-4
Cc1ccc(-c2csc(NC(=O)C3=COCCO3)n2)cc1	-13	5	5	-2	-1	-5	0	-1.8	-3	4
O=C(O)CCC(=O)Nc1sc2c(c1C(=O)NCc1ccccc1)CCCC2	-3	0	0	5	15	4	2	0.5	4	7
CC1(OC(=O)CCc2ccccc2)C(=O)C=C2C=C(c3ccc(C#N)cc3)N(CCc3c[nH]c4ccccc34)C=C2C1=O (configuration not stated)	18	-1	-1	-9	15	-3	-1	-2.2	6	-5
C[N+](C)=C1SCC(C)(/C=N/O)S1 (configuration not stated)	0	-1	3	3	3	-1	0	1.3	6	4
Cc1c(F)cccc1NS(=O)(=O)c1ccc2c(c1)n(C)c(=O)c(=O)n2C	-3	0	-2	0	1	7	0	-1.9	0	4
COc1ccc(-n2nc(C(=O)NCC(=O)N3CC(C)CC(C)C3)c3ccccc3c2=O)cc1OC (configuration not stated)	-6	-2	4	4	-6	2	-2	1.8	2	-3
CCN1C(=O)/C(=C\c2ccncc2)SC1=Nc1ccc(C)c(C)c1	3	1	-2	-2	-7	-1	4	2.2	0	3
c1ccc(-c2ccncc2)nc1	2	-2	2	-2	-1	-2	2	-1.2	-3	5
COCCN1CCN(C(=O)C2CCC(=O)N(Cc3cccc(C(F)(F)F)c3)C2)CC1 (configuration not stated)	2	3	-2	-5	-9	4	1	0.3	-2	-1
COc1ccc(CC(=O)N2CCN=C2SCc2cccc([N+](=O)[O-])c2)cc1	-3	1	3	5	0	2	-1	-2.4	7	-1
Cc1ccc(C2C(=O)N(C3CCCC3)CC(=O)N2C2CCCCC2)cc1 (configuration not stated)	-11	1	1	-2	-7	-1	-3	0.5	-4	8
CC(C)(C(=O)c1ccccc1)/[N+]([O-])=C/c1ccccc1	5	1	-1	-3	4	3	1	-3.5	3	4
Cc1[nH]c(=O)[nH]c(=O)c1/C=N/NC(=O)[C@H](C)NC(=O)OC(C)(C)C	-2	1	6	-2	1	6	0	-0.7	1	2
O=C(CCC(=O)c1ccc(F)cc1)Nc1ccccc1Cl	6	-7	-2	-1	-4	8	3	-0.4	6	-3
COc1ccc(S(=O)(=O)Nc2ccc(CC#N)cc2)cc1	-1	-3	0	-1	-2	-8	4	-1.3	0	-2

3 entries picked at random from those above, as already listed:
SMILES	HTRA1 inh	LEDGF integ inh	UHRF1 binding	MBD2 inh	rCAG binder	mABHD4 FP	NR1D1 modulator	PG9 Ab binder	PRMT1 inh	TCR-CD3 inh
O=C(CCC(=O)c1ccc(F)cc1)Nc1ccccc1Cl	6	-7	-2	-1	-4	8	3	-0.4	6	-3
COc1ccc(CC(=O)N2CCN=C2SCc2cccc([N+](=O)[O-])c2)cc1	-3	1	3	5	0	2	-1	-2.4	7	-1
COCCN1CCN(C(=O)C2CCC(=O)N(Cc3cccc(C(F)(F)F)c3)C2)CC1 (configuration not stated)	2	3	-2	-5	-9	4	1	0.3	-2	-1
